DNMT1 inh: human DNMT1 methyltransferase inhibitors, primary screen, biochemical, molecular beacon, fluorescence, HinP1I cleavage, uHTS. hit rate 0.83% among 360,000. inhibition (reported as % activation of signal), % at 10 µM. DNA (cytosine-5)-methyltransferase 1 (Homo sapiens), P26358; in the data active = inhibition above about 50%
STEP block: STEP phosphatase inhibitors, primary screen, biochemical, fluorescence intensity, uHTS; hit rate 0.25% among 360,000; inhibition, % at 20 µM; AID 588621, 2011; recombinant STEP, OMFP fluorogenic substrate;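 active = inhibition at 20 µM, scaled per plate between control wells, above about 37%, limit read from the data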;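 also: 0% = DMSO with enzyme and substrate and 100% = substrate only without enzyme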
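Material: STEP (striatal-enriched tyrosine phosphatase) enzyme, cell-free; Compound dosing: 20 µM single dose in 1% DMSO; Technique: fluorescence read at 480 nm ex / 540 nm em; Times: reaction 20 min, ambient temperature; Medium: 50 mM Bis-Tris pH 6.0 with 2.5 mM DTT and 0.005% Tween 20; Also added: OMFP at 25 µM.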
SUMO1 PPI mod: modulators of SUMO1 protein-protein interactions, primary screen, biochemical, uHTS; Small ubiquitin-related modifier 1 (Homo sapiens), P63165; SUMO1 binding to a labelled peptide, TR-FRET, 1 h; inhibition, % at 20 µM; hit rate 0.33% among 360,000; AID 602429, 2012; in the data active = inhibition above about 37%
TbMetRS inhib: T. brucei MetRS inhibitors, primary screen, biochemical, luminescence; methionyl-tRNA synthetase (Trypanosoma brucei brucei); purified T. brucei MetRS, ATP depletion, Kinase-Glo luminescence; inhibition, % at 11.9 µM; hit rate 0.4% among 360,000; AID 624268, 2012;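 active = inhibition above a per-plate cutoff of the control wells' mean inhibition plus 3 SD, cut at about 5.5% in these data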;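 also: 0% = DMSO wells median and 100% = median of wells with control inhibitor compound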
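Material – parasite MetRS enzyme · Medium – HEPES-MgCl2-KCl buffer plus DTT, spermine, BSA, pyrophosphatase · Reagent – ATP, methionine and E. coli bulk tRNA substrates · Times – 15 min enzyme-compound preincubation, 2 h reaction, 10 min detection, 25 °C · Measured by – luminescence of leftover ATP · Evaluation – percent inhibition relative to median high and low control wells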
Neddyl block: inhibitors of cullin neddylation, primary screen, biochemical, TR-FRET, uHTS, NAE and Ubc12 | calls only at 25 µM | AID 651699, 2012 | hit rate 0.58% among 360,000 | NEDD8-conjugating enzyme Ubc12 (Homo sapiens) + NEDD8-activating enzyme E1 regulatory …; in the data active = inhibition above about 36%
Target sequence (P61081 whole entry, looked up): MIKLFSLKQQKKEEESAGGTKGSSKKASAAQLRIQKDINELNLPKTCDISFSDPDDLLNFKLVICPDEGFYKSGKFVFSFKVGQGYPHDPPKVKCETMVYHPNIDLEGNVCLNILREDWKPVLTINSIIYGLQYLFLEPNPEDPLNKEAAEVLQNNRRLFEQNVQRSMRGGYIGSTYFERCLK
Target sequence (Q13564 whole entry, looked up): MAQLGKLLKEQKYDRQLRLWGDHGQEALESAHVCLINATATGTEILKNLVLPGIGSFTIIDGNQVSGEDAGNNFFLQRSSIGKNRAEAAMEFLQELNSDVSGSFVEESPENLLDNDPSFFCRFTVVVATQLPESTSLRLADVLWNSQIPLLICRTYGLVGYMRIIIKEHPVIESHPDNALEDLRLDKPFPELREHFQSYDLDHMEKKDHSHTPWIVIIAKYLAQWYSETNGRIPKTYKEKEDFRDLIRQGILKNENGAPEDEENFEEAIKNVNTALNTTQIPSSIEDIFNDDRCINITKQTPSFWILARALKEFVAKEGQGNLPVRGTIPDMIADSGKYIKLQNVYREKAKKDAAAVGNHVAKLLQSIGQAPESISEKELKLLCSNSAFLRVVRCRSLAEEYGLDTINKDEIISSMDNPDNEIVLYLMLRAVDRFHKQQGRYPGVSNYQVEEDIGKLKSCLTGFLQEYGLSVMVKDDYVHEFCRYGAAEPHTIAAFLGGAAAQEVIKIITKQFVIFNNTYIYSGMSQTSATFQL
SKN-1 block: suppressors of acrylamide-induced Pgst-4::GFP reporter in worms, primary screen, SKN-1 inhibitor project, whole organism, uHTS, GFP/RFP fluorescence ratio, strain VP596. AID 624304, 2012. inhibition, % at 21.8 µM. C. elegans VP596 Pgst-4::GFP/RFP ratio, 24 h. hit rate 0.49% among 360,000;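 active = interference check ratio from 0.5 to 1.5 plus GFP to RFP signal ratio inhibition reaching or exceeding a fixed threshold, cut at about 30% in these data, passing the limit was not always enough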; also: some compounds called inactive have numbers as strong as hits
LMPTP inh: LMPTP phosphatase inhibitors, primary screen, biochemical, fluorescence intensity, uHTS; Low molecular weight phosphotyrosine protein phosphatase (Homo sapiens), P24666; recombinant LMPTP-A, OMFP fluorogenic substrate; inhibition, % at 20 µM; hit rate 0.22% among 360,000;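 active = compounds that cut the enzyme signal by at least half of the control window in the single-dose screen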;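 also: plate controls were DMSO wells with enzyme plus substrate for no effect and substrate without enzyme for full effect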
Target sequence (P24666 whole entry, looked up): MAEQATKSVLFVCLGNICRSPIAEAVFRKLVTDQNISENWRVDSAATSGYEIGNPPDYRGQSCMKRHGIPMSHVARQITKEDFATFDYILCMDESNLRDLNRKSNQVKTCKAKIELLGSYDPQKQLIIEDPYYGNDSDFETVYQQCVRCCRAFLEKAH
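Test system – LMPTP-A phosphatase enzyme · Quantity – 0.625 nM LMPTP-A final · Reagent – OMFP substrate, 400 µM final · Dosing – one test concentration per compound, 20 µM, with 3% DMSO overall · Timing – 50 min enzyme reaction at room temperature, protected from light · Detection – fluorescence intensity · Controls – substrate-only low control, DMSO enzyme-plus-substrate high control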
NadD inh: inhibitors of S. aureus NadD, primary screen, biochemical, colorimetric, uHTS. Nicotinate-nucleotide adenylyltransferase NadD (Staphylococcus aureus N315). purified NadD enzyme, colorimetric absorbance read-out. inhibition, % at 20 µM. hit rate 0.78% among 360,000; in the data active = inhibition above about 26%; also: some compounds past the cut are filed as inactive
Scp1 inh: Scp-1 phosphatase inhibitors, primary screen, biochemical, colorimetric, uHTS; Carboxy-terminal domain RNA polymerase II polypeptide A small phosphatase 1 (Homo …; AID 493091, 2011; inhibition, % at 20 µM; hit rate 0.88% among 340,000; Recombinant Scp1, phosphopeptide, malachite green phosphate absorbance;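 active = inhibition above about 50% at 20 µM, limit read from the data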;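 also: plate controls were DMSO wells with enzyme for no effect and wells lacking enzyme for full effect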
Target sequence (Q9GZU7 76-261 limits assumed): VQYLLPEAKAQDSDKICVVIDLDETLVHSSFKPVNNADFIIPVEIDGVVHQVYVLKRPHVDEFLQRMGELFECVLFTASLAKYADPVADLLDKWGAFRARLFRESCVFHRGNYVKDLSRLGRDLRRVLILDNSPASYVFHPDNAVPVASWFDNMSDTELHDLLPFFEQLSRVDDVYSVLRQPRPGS
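Incubation: 45 min enzyme reaction at room temperature / System: truncated SCP-1 phosphatase (76-261aa) / Reagent: Phospho 17-mer peptide substrate / Buffer or medium: Acidic Tris acetate buffer with magnesium and detergent / Signal: absorbance at 630 nm / Doses: one concentration, 20 µM, with 1.0% DMSO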
CendR NRP1 mod: modulators of CendR peptide binding to NRP-1, primary screen, biochemical, fluorescence polarization, uHTS | Neuropilin-1 (Homo sapiens), O14786 | FAM-RPARPAR peptide binding to NRP-1 | inhibition, % at 25 µM | hit rate 0.85% among 360,000;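 active = inhibition or corrected inhibition above about 18%, plus a signal ratio from 0.5 to 1.5, limit read from the data, passing the limit was not always enough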; also: strong numbers were not always called active
* = called active by the depositor; i = inactive; / = no result given.

#1 Cc1cc(N2CCOCC2)n2nc(C(F)(F)F)c(-c3ccccc3)c2n1
#2 FC(F)(F)c1nnc2c(Sc3ccccc3)nc3ccc(Cl)cc3n12
#3 Cc1ccc(-n2ccc(=O)c(C(=O)Nc3ccc(S(=O)(=O)Nc4nccs4)cc3)n2)cc1
#4 C(#Cc1ccc(C#CCN2CCCC2)cc1)CN1CCCC1
#5 CC(NC(=O)c1cccc(S(=O)(=O)N(C)C)c1)C1CC2CCC1C2 (centres undefined)
#6 C/C(CC(=O)Nc1c(Cl)cccc1C(F)(F)F)=N\NC(=O)c1cnccn1
#7 CCn1c(SCC(=O)NCC2CCCO2)nc2cc(S(=O)(=O)N3CCCCC3)ccc21 (centres undefined)
#8 COC(=O)C1=C(C)NC(=S)NC1/C=C/c1ccccc1 (centres undefined)

compound no.	1	2	3	4	5	6	7	8
DNMT1 inh	1	20	-1	-4	0	-8	2	-3
STEP block	-1	3	0	-6	-2	-1	1	-2
SUMO1 PPI mod	0	-7	-11	-1	0	-1	-1	-1
TbMetRS inhib	-0.8	-1.3	-0.2	-2.3	-0.8	0.6	-0.2	-0.3
Neddyl block	i	i	i	i	i	i	i	i
SKN-1 block	14	-16	-4	19	4	16	10	-9
LMPTP inh	-0.4	0.5	4.6	1.2	-2.0	-0.2	-0.8	0.4
NadD inh	-7	1	17	-4	-2	6	-1	2
Scp1 inh	-15	-7	-3	-3	7	-4	2	-1
CendR NRP1 mod	-1	-8	-18	-14	-3	-11	-4	15

Reprinted at random: three compounds from above
#7 CCn1c(SCC(=O)NCC2CCCO2)nc2cc(S(=O)(=O)N3CCCCC3)ccc21 (centres undefined)
#2 FC(F)(F)c1nnc2c(Sc3ccccc3)nc3ccc(Cl)cc3n12
#5 CC(NC(=O)c1cccc(S(=O)(=O)N(C)C)c1)C1CC2CCC1C2 (centres undefined)

compound no.	7	2	5
DNMT1 inh	2	20	0
STEP block	1	3	-2
SUMO1 PPI mod	-1	-7	0
TbMetRS inhib	-0.2	-1.3	-0.8
Neddyl block	i	i	i
SKN-1 block	10	-16	4
LMPTP inh	-0.8	0.5	-2.0
NadD inh	-1	1	-2
Scp1 inh	2	-7	7
CendR NRP1 mod	-4	-8	-3

The listing picks up; the 2 compounds before the break are reprinted first.
#7 CCn1c(SCC(=O)NCC2CCCO2)nc2cc(S(=O)(=O)N3CCCCC3)ccc21 (centres undefined)
#8 COC(=O)C1=C(C)NC(=S)NC1/C=C/c1ccccc1 (centres undefined)
#9 Cc1sc(Cc2nc(O)cs2)nc1-c1ccccc1
#10 CN(CC(=O)Nc1ccc(OC(F)(F)F)cc1)C(=O)Cc1c(Cl)cccc1Cl
#11 Cc1cccc(N2CCN(C(=O)c3c(-c4ccccc4)noc3C)CC2)c1C
#12 COCCNC(=O)c1cc(S(=O)(=O)N(C)C2CCCCC2)ccc1Cl
#13 CC(C)N(Cc1cnn(C)c1)Cc1nc(COc2ccccc2)no1
#14 COc1cc(C(=O)OCC(=O)NCC2CCCO2)cc(OC)c1OC (centres undefined)
#15 C[C@H]1CN([C@@H](C)CO)C(=O)CCCn2cc(nn2)CO[C@@H]1CN(C)S(=O)(=O)c1ccc(C#N)cc1
#16 C1=C(CCNCC2CCCCC2)CCCC1

compound no.	7	8	9	10	11	12	13	14	15	16
DNMT1 inh	2	-3	-8	-1	1	8	2	0	2	5
STEP block	1	-2	3	0	-1	-2	3	-1	1	-3
SUMO1 PPI mod	-1	-1	-5	7	1	-1	3	-4	-3	-2
TbMetRS inhib	-0.2	-0.3	-0.8	-0.3	-0.7	-0.2	-1.0	0.2	1.3	-0.3
Neddyl block	i	i	i	i	i	i	i	i	i	i
SKN-1 block	10	-9	6	6	-2	4	2	-5	-7	13
LMPTP inh	-0.8	0.4	2.5	1.4	1.4	0.0	-0.2	-0.7	-1.4	-0.8
NadD inh	-1	2	-5	-10	-5	3	2	0	0	-7
Scp1 inh	2	-1	5	-3	-8	/	4	-4	/	-8
CendR NRP1 mod	-4	15	-19	-3	3	1	8	-9	-4	9

#17 CCCCCC(=O)Nc1cc(S(=O)(=O)N2CCOCC2)ccc1Oc1ccc(OCC)cc1
#18 O=C(CSc1nnnn1-c1cccc(C(=O)O)c1)NC(c1ccccc1)c1ccccc1
#19 CC(NC(=O)c1cc(COc2c(F)cccc2F)on1)c1cnn(-c2ccccc2)c1 (centres undefined)
#20 COc1ccccc1NC(=O)NNC(=O)c1ccc(-c2ccccc2)cc1
#21 Cc1ccc(CSc2nc3c(c(SCC(=O)O)n2)CCCC3)cc1
#22 Cc1cc(C)n(-c2ccc3cccc(NS(C)(=O)=O)c3n2)n1
#23 N#Cc1nc(N2CCCC2)nc(N2CCCC2)n1
#24 CCn1nc(NS(=O)(=O)c2ccc(NC(C)=O)cc2)c2cc3cccc(C)c3nc21

compound no.	17	18	19	20	21	22	23	24
DNMT1 inh	-1	-3	-2	0	0	-8	2	-2
STEP block	1	1	2	-2	-1	-1	1	0
SUMO1 PPI mod	5	1	4	1	1	-3	0	-2
TbMetRS inhib	-0.5	0.8	0.2	0.0	0.7	-0.6	-0.3	-0.1
Neddyl block	i	i	i	i	i	i	i	i
SKN-1 block	4	3	-2	14	1	-3	1	4
LMPTP inh	3.5	-1.5	1.4	0.6	-0.3	0.9	0.7	1.9
NadD inh	-7	-6	-2	-1	3	-4	-5	7
Scp1 inh	-4	-4	-10	-10	8	-8	-3	-9
CendR NRP1 mod	10	-7	3	8	-17	8	6	-3

#25 CCc1ccc(/C=N/NC(=O)c2ccc(OC3CCCC3)cc2)s1
#26 C=CCn1c(Br)nc2c1c(=O)[nH]c(=O)n2C
#27 Cc1nn(Cc2ccccc2)c(Cl)c1C(=O)OC1CCOC1=O (centres undefined)
#28 CSc1nnc(NC(=O)C23CC4CC(CC(C4)C2)C3)s1
#29 COc1ccc(CC(=O)NN2C(=O)c3ccccc3C2=O)cc1
#30 Nc1c(C(=O)NCc2ccc3c(c2)OCO3)nnn1Cc1cccc(F)c1
#31 COc1ccc(NC(=O)c2cc(-c3cccs3)on2)c(OC)c1
#32 CC(C)C[C@H](NC(=O)C1CC(=O)N(c2ccc(F)cc2)C1)C(=O)N1CCCCC1 (some centres undefined)

compound no.	25	26	27	28	29	30	31	32
DNMT1 inh	-3	5	0	-3	-1	1	4	2
STEP block	-2	2	-1	1	-2	1	1	-1
SUMO1 PPI mod	-1	1	7	-1	-2	0	3	2
TbMetRS inhib	-0.1	0.9	-1.2	0.1	-0.1	-0.2	-0.7	-0.5
Neddyl block	i	i	i	i	i	i	/	i
SKN-1 block	-5	5	4	-9	3	-5	17	6
LMPTP inh	0.5	-1.6	0.9	0.3	-1.0	0.9	0.2	-0.3
NadD inh	7	-2	-3	-6	-1	-2	-2	2
Scp1 inh	0	-2	-4	-3	-6	-9	-4	-2
CendR NRP1 mod	6	1	-4	-2	-6	-10	-4	17

#33 O=C(c1ccco1)N1CCN(S(=O)(=O)Cc2ccccc2Cl)CC1
#34 O=C(CCNS(=O)(=O)c1cccc2nonc12)NCc1cccs1
#35 CCCCCN1C=CC(=C2C(=O)c3ccccc3C2=O)C=C1
#36 O=[N+]([O-])c1cccc(COc2ccc(CN3CCCC3)cc2)c1
#37 CCCn1c(=O)c2c(nc3n2CCCN3CCc2ccc(OC)c(OC)c2)n(C)c1=O
#38 O=C(NCc1ccccn1)c1ccccc1OCc1ccccc1Cl
#39 Cn1c(=O)c2c(SCC(=O)NCC3CCCO3)nc(CC(C)(C)C)nc2n(C)c1=O (centres undefined)
#40 O=C(Nc1cccc(S(=O)(=O)N2CCOCC2)c1)[C@@H]1CCCN1S(=O)(=O)c1ccc(Cl)cc1

compound no.	33	34	35	36	37	38	39	40
DNMT1 inh	2	-3	-2	-3	-4	0	-1	2
STEP block	1	-2	-4	-2	1	-2	0	-2
SUMO1 PPI mod	-1	-20	-27	-30	5	0	5	4
TbMetRS inhib	-0.8	0.2	-3.8	-0.1	-0.9	-0.1	-0.1	0.3
Neddyl block	i	i	i	i	i	i	i	i
SKN-1 block	-1	-34	7	-5	11	-1	9	7
LMPTP inh	2.1	-1.7	0.7	0.2	-1.6	0.2	-0.1	-0.7
NadD inh	-3	4	-10	-7	-3	-1	4	-3
Scp1 inh	5	48	-8	-12	-4	/	-5	0
CendR NRP1 mod	-1	-2	11	4	3	3	-2	9

#41 COC(=O)c1ccc(C(=O)NN)cc1
#42 O=S(=O)(CCc1nc2ccccc2o1)c1ccc2ccccc2c1
#43 Cc1ccccc1OCC(=O)OCC(=O)N1CCc2ccccc21
#44 CCNC(=O)c1ccc(=O)n(Cc2ccc(Cl)cc2Cl)c1
#45 COc1ccc(OC)c(NC(=O)CC2SC(=Nc3ccc(F)cc3)N(CCC3=CCCCC3)C2=O)c1 (centres undefined)
#46 CCN(C(=O)COC(=O)CCc1ccccc1OC)c1c(N)n(Cc2ccccc2)c(=O)[nH]c1=O
#47 Cc1c(NC(=S)N/C(=N/S(=O)(=O)c2ccc(Cl)cc2)c2ccccc2)c(=O)n(-c2ccccc2)n1C
#48 Cc1cccc(Cc2c(C)nc3c(C(=O)NCc4ccco4)cnn3c2C)c1
#49 CCOC(=O)NC(NCCc1ccccc1)(C(F)(F)F)C(F)(F)F

compound no.	41	42	43	44	45	46	47	48	49
DNMT1 inh	3	-2	2	-2	-2	1	2	-5	-1
STEP block	-1	-3	-4	2	-2	0	-1	6	2
SUMO1 PPI mod	-4	6	6	4	1	-1	-4	2	4
TbMetRS inhib	0.6	0.3	-0.8	-0.9	-0.5	-0.4	-0.1	0.5	-0.9
Neddyl block	i	i	i	i	i	i	i	/	i
SKN-1 block	-19	-9	-19	-4	6	7	3	14	-2
LMPTP inh	-0.3	0.3	0.3	-1.5	3.5	-1.7	0.0	1.7	0.5
NadD inh	-3	-4	-11	-9	0	-4	-2	-1	3
Scp1 inh	7	-15	-5	4	-10	-3	-8	-2	1
CendR NRP1 mod	10	-5	-4	2	-22	1	3	-19	4

Source: PubChem
